# Screens from PubChem.
# Exocytosis inh = lytic granule exocytosis inhibition; TALL-104 LAMP-1 surface exposure, flow cytometry; cells stimulated with thapsigargin and PMA; inhibition, % at 10 µM; hit rate 0.66% among 360,000; AID 651702;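 active = inhibition above about 55%, limit read from the data; inconclusive = no clear call, values can overlap the other calls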
# CaV13 FRET inh = Primary screen for inhibitors of IQ motif and Ca2+-dependent inactivation inhibitor domain binding in CACNA1D, Förster resonance energy transfer in living cells, … | HEK cells, CFP/YFP FRET ICDI-IQ, plate reader, 10 min; percent FRET-ratio fall versus neutral wells | hit rate 0.098% among 340,000 | inhibition, % at 12.3 µM;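 active = mean replicate inhibition of at least 30% and at least 1% of replicates passing that level; inconclusive = only one of the two criteria is met; inactive = neither criterion is met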;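 note: 0% = median of the neutral control wells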
# ABCB6 inh MLPCN = blocks the human ABCB6 transporter; hit rate 0.19% among 360,000; Q9NP58; K562-ABCB6 porphyrin accumulation, flow cytometry, 1 h; hits give low values; fluorescence ratio to DMSO, % at 10 µM;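 active = fluorescence ratio to DMSO below 75%, the collection mean minus 3 SD; inconclusive = too few cells collected in the well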;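 note: signal is porphyrin accumulated inside mitochondria; 100% equals median channel fluorescence of DMSO control wells; lower ratio means ABCB6 inhibition with less porphyrin fluorescence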
# MC4R ag barr = agonists of human melanocortin 4 receptor (MC4R) beta-arrestin | activation, % at 8.9 µM | hit rate 0.98% among 360,000 | U2OS MC4R beta-arrestin complementation, luminescence; percent of melanotan II response, DMSO zero | AID 540308;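 active = activation above a per-plate cutoff, the mean activation of sample wells on that plate plus 3 SD, cut at about 8% in these data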
# Target sequence (P32245 whole entry, looked up): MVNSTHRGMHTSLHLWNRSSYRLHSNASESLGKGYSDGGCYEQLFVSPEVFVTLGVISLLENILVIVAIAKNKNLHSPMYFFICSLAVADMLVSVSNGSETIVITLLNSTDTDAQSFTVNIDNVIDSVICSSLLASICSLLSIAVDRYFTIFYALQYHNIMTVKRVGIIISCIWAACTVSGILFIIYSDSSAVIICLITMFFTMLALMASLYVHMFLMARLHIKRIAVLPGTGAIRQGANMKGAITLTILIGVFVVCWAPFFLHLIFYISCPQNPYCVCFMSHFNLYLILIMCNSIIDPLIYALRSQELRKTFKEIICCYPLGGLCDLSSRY
# Cardio protect = protects H9c2 cardiomyocytes from peroxide injury; H2O2 injury protection, ATPLite, 2 h; hit rate 0.63% among 360,000; AID 588492; protection from H2O2 cell death, % at 20 µM;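 active = compounds giving at least 50% protection of heart cells from peroxide-induced death in the single-dose screen, raw or plate-pattern-corrected value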;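 note: 0% = DMSO wells with peroxide and 100% = DMSO wells without peroxide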
# ABHD5 PLIN5 PPI = blocks binding of human ABHD5 to perilipin-5; Q00G26+Q8WTS1; hit rate 0.78% among 360,000; Split G. princeps luciferase complementation, luminescence, 4 h; inhibition, % at 4 µM;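 active = inhibition above the mean inhibition across every tested compound plus 3 SD, cut at about 22% in these data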;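 note: 0% = DMSO only wells and the 100% control is not disclosed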
# PDI turbidity = inhibitors of human protein disulfide isomerase; P07237; PDI insulin aggregation turbidity, A650, 90 min; inhibition, % at 10 µM; hit rate 0.052% among 350,000; AID 588391;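 active = mean inhibition across replicates of 30% or more, whatever share of single replicates reach that level; inconclusive = mean inhibition below 30% while every single replicate reaches 30%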;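 note: absorbance from insulin aggregation driven by PDI reduction with DTT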
# m5-HT2A agonist = agonists of mouse serotonin 5-HT2A receptor (HTR2A) | P35363 | CHO-K1 mHTR2A beta-arrestin complementation, luminescence; percent of 30 µM serotonin response | activation, % at 7.6 µM | hit rate 0.66% among 360,000 | AID 624169;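 active = activation above a run cutoff, the mean activation of all tested compounds plus 3 SD, cut at about 14% in these data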;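 note: 0% = plate median of compound wells and 100% = 30 µM serotonin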
# Target sequence (P35363 whole entry, looked up): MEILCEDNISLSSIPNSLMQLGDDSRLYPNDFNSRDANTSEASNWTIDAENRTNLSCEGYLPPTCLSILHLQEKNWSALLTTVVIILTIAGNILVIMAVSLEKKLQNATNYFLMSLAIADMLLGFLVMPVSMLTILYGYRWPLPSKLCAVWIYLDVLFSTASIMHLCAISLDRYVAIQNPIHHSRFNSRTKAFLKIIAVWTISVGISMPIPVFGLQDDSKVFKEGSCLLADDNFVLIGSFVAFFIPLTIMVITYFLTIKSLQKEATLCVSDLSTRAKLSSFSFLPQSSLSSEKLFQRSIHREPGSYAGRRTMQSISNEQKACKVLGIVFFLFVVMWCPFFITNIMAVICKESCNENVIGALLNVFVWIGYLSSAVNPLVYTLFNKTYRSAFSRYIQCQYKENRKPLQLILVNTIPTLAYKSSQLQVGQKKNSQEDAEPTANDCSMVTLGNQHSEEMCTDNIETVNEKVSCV
# Glyco luc inh = blocks N-linked glycosylation in D54 reporter cells; hit rate 0.23% among 360,000; AID 588692; D54 ERlucT glycosylation luciferase reporter, 24 h; percent of 100 nM tunicamycin response; reporter increase, % at 12.5 µM;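 active = mean luciferase reporter signal, scaled so untreated is 0 and the glycosylation-blocking control 100, at or above a set limit in every replicate; inconclusive = mean reaches the limit but not every replicate does; inactive = mean below the limit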;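 note: luciferase carries N-glycosylation sites so blocking glycosylation raises the light; 0% = median of neutral control wells and 100% = median of 100 nM tunicamycin wells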
# MC4R antagonist = human MC4R antagonism in cAMP assay | MC4R-expressing cells, MTII-stimulated cAMP, LANCE TR-FRET | inhibition, % at 6.5 µM | hit rate 0.48% among 360,000 | P32245;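 active = inhibition above its plate's cutoff, the mean of tested wells on that plate plus 3 SD, cut at about 29% in these data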;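 note: 0% = Melanotan II alone and 100% = Melanotan II plus saturating MCL0020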
#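 Assay system: U2OS cells stably expressing human melanocortin 4 receptor (MC4R) / Dosing: 6.5 µM / Timing: compound 30 min, challenge 1 h, detection 1 h / Measured by: Eu-cAMP/anti-cAMP TR-FRET, emission 671 nm / Replicates: singlicate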
# Numbers without * were called inactive; ? = inconclusive; · = no result given.
SMILES,Exocytosis inh,CaV13 FRET inh,ABCB6 inh MLPCN,MC4R ag barr,Cardio protect,ABHD5 PLIN5 PPI,PDI turbidity,m5-HT2A agonist,Glyco luc inh,MC4R antagonist
COc1ccc(NC(=O)[C@@H]2CC=C[C@@H]3CCN(C4CCCCC4)C(=O)[C@@H]32)cc1,14,-5,94,0.7,0,2,4,0,-2,9
Nc1ccc2nc(SCC(=O)N3CCOCC3)sc2c1,1,-9,98,1.0,4,11,1,3,-2,13
CSc1ccccc1C(=O)Nc1nc2ccccc2[nH]1,-5,-20,92,1.9,-4,-3,-3,8,0,-1
CC(=O)CCc1c(C)[nH]c2ccc(NC(C)=O)cc2c1=O,0,·,92,-0.5,3,4,-6,2,-1,2
Cc1cc(C(=O)C(=O)O)c(C)n1-c1ccc(Cl)cc1,-4,-5,99,-0.2,1,4,7,0,2,6
C1CCC2(CC1)C1=C(CCCC1)Nc1nnnn12,-1,-6,102,1.7,8,-1,-1,0,0,2
COc1ccc(C(=O)Nc2ccc(N3CCN(C(=O)c4cccs4)CC3)cc2)cc1Br,4,-2,103,-3.5,14,0,-8,-3,-5,-4
CN(C1=NC(=O)CS1)c1ccc(O)cc1,-4,-13,99,-1.3,7,0,-5,-1,2,6
O=C(O)CCC(=O)N1CCc2cc(S(=O)(=O)N3CCCCC3)ccc21,0,-8,98,-2.5,5,0,-1,5,1,4
COc1cc2c3c(c1)-c1c(sn(-c4cc(OC)ccc4OC)c1=S)C(C)(C)N3C(=O)C2=O,2,-6,96,-2.6,-11,-4,8,3,2,-2
COc1cccc(NC(=O)c2ccc3nsnc3c2)c1,-21,-3,97,-1.4,-7,-10,8,-5,-2,10
COc1ccc(C(=O)NC(=S)NC(C)c2ccccc2)cc1 (centres undefined),7,-5,104,2.1,-12,-2,-7,-1,0,3
N#CCCN(C(=O)COC(=O)CNC(=O)C12CC3CC(CC(C3)C1)C2)c1ccccc1,8,-6,91,1.0,-3,6,-17,1,1,7
NCCCSC1=NCCCN1,0,-5,97,-0.6,3,-1,5,3,-1,-4
Cc1ccc(C(C)C)cc1S(=O)(=O)NC1CC(C)(C)NC(C)(C)C1,-1,-5,98,2.3,13,-3,5,6,0,11
CCCOC(=O)CSC1=C(C#N)C(c2ccc3c(c2)OCO3)CC(=O)N1 (centres undefined),-1,-5,104,1.8,-8,0,-6,-4,0,12
Cc1cc(F)ccc1NS(=O)(=O)c1c(C)nc2scc(C)n2c1=O,-9,-7,94,-1.6,0,6,-2,-9,4,1
CCOc1cccc2sc(N(CCCN(C)C)C(=O)c3ccc(S(=O)(=O)N(C)c4ccccc4)cc3)nc12,37,-19,112,3.8,-13,27*,1,-3,-3,6
CCN(CC)CCN(C(=O)c1ccc([N+](=O)[O-])cc1)c1nc2ccc(OC)cc2s1,-7,-2,97,-0.9,-2,4,2,2,2,12
CCOC(=O)c1cc2c(=O)n3ccccc3nc2n(Cc2ccco2)c1=NC(=O)c1ccccc1OC,5,-2,90,1.6,21,44*,7,4,2,3
CC[C@@H]1CCCCc2ccccc2[C@@H](C(=O)C[C@@H](O)CC(C)=O)OC1=O,-3,-4,100,-1.9,2,0,-3,-1,1,12
COc1ccc(N(C(=O)CNC(=O)c2ccco2)C(C(=O)NC2CCCCC2)c2ccncc2)cc1 (centres undefined),-6,-3,99,-2.0,-1,5,-3,-3,-1,4
CCN(CC)c1c(C)nc2ccc(C(=O)NCc3ccc4c(c3)OCO4)cn12,-2,-7,102,0.1,3,-7,-2,-11,-1,12
CCOC(=O)c1cnc(-n2nc(C)cc2C)nc1NC1CCCC1,40,5,99,2.5,-7,-6,-2,-1,-5,6
C=CCNC(=S)NNc1nc2sc3c(c2c(=O)[nH]1)CC(C)(C)OC3,-9,-5,98,-1.2,4,-7,-17,5,1,11
O=C(COC(=O)/C=C/c1ccccc1[N+](=O)[O-])NC1CCS(=O)(=O)C1 (centres undefined),-2,2,98,-1.4,-3,-5,-3,-3,-3,5
CCOC(=O)CC(NS(=O)(=O)c1ccc2[nH]cc(C(=O)O)c(=O)c2c1)c1ccc(OCC)c(OC)c1 (centres undefined),0,-7,95,0.1,8,4,1,-1,1,-7
CCO[C@H]1OC(C(=O)N2CCCCCCC2)=C[C@@H](c2csc3ccccc23)[C@@H]1CCCO,-12,-6,97,-0.7,-3,-4,0,-2,-1,0
COc1cc(/C=C2/SC(=Nc3ccc(O)cc3)NC2=O)cc(OC)c1O,-3,-4,222,7.5,25,2,-2,-3,17,-45
COc1cccc(CNC(=O)c2cccc(S(=O)(=O)N3CCN(Cc4ccccc4)CC3)c2)c1,4,-7,98,-1.4,-6,-7,-6,-15,0,6
Clc1ccccc1/C=C/c1nc(-c2ccccn2)no1,-2,-5,102,1.8,-13,2,-7,-4,-20,16
COc1cc(/C=N\NC(=O)c2sc(N)nc2C)cc(OC)c1OC,-3,-5,110,-1.0,22,0,-2,4,22,-13
CCc1ccc(C2C3=C(CC(C)(C)CC3=O)Nc3c2c(=O)[nH]c2nc(C)nn32)cc1 (centres undefined),3,-4,102,-1.7,19,2,11,2,-2,3
CCc1ccccc1NC(=O)C1CCCN(c2ncnc3onc(-c4ccc(F)cc4)c23)C1 (centres undefined),-7,-15,102,1.2,-4,-1,5,2,-3,18
Cc1onc(-c2ccccc2)c1C(=O)NNC(=S)NC(=O)/C=C/c1cccs1,1,-8,84,-4.0,22,0,-9,-1,0,-2
O=C(COc1ccccc1F)Nc1ccc(S(=O)(=O)NCc2ccco2)cc1,-1,·,95,-0.5,-18,-3,0,-1,0,5
COC(=O)c1ccccc1NC(=O)Nc1ncccc1C,0,-3,97,0.0,2,-1,15,-3,0,-1
COc1ccc(C(=O)Nc2ccc(N3CCN(Cc4ccccc4)CC3)cc2)cc1,0,-1,97,-0.9,0,-2,6,-3,-2,-4
COc1cc(CC(=O)OCc2cccc([N+](=O)[O-])c2)cc(OC)c1OC,14,-2,97,-1.4,6,1,6,-7,-1,-6
CC(C)Oc1ncnc2c1[nH]c1ccccc12,-4,-4,95,-1.5,-17,6,6,4,8,2

# 3 entries from above, sorted by count of non-hydrogen atoms, low to high.
SMILES,Exocytosis inh,CaV13 FRET inh,ABCB6 inh MLPCN,MC4R ag barr,Cardio protect,ABHD5 PLIN5 PPI,PDI turbidity,m5-HT2A agonist,Glyco luc inh,MC4R antagonist
COc1cc(/C=C2/SC(=Nc3ccc(O)cc3)NC2=O)cc(OC)c1O,-3,-4,222,7.5,25,2,-2,-3,17,-45
CCO[C@H]1OC(C(=O)N2CCCCCCC2)=C[C@@H](c2csc3ccccc23)[C@@H]1CCCO,-12,-6,97,-0.7,-3,-4,0,-2,-1,0
CCc1ccccc1NC(=O)C1CCCN(c2ncnc3onc(-c4ccc(F)cc4)c23)C1 (centres undefined),-7,-15,102,1.2,-4,-1,5,2,-3,18

# (next part)
SMILES,Exocytosis inh,CaV13 FRET inh,ABCB6 inh MLPCN,MC4R ag barr,Cardio protect,ABHD5 PLIN5 PPI,PDI turbidity,m5-HT2A agonist,Glyco luc inh,MC4R antagonist
C[C@@H]1CN([C@H](C)CO)C(=O)CCCn2nncc2CO[C@@H]1CN(C)S(=O)(=O)c1ccccc1,-1,-2,99,-0.1,2,6,4,4,2,9
CCCOc1c(Br)cc(/C=N/O)cc1OC,-3,·,97,0.2,0,1,-6,-5,-2,-3
CCCNC(=O)C1(C)CCCN(Cc2ccccc2-c2ccccc2)C1 (centres undefined),0,·,96,-0.1,-4,6,2,4,-3,4
O=C(CN1c2cccc3cccc(c23)S1(=O)=O)N1CCN(c2ccccc2)CC1,4,-5,94,1.6,0,-3,-2,2,-1,-3
COc1ccc2oc(C(=O)OCC(=O)NCc3ccc(OC)c(OC)c3)c(C)c2c1,-16,-7,93,-1.4,-13,3,-4,4,-2,2
C[C@H](NC(=O)c1nc[nH]c1C(=O)NC(c1ccccc1)c1ccccc1)C(=O)OCc1ccccc1,2,-8,91,-1.0,8,-7,9,-1,4,1
c1ccc(CSc2nnc3c(n2)OC(c2ccco2)Nc2ccccc2-3)cc1 (centres undefined),0,·,96,-1.1,12,16,-8,3,-1,-9
CC1CCCCC1NC(=O)CCCN1C(=O)c2ccccc2C1=O (centres undefined),6,-5,101,-0.5,-1,8,-17,1,2,9
COc1ccc2nc(N3CCCCC3)c(C#N)cc2c1,-2,·,88,-1.2,6,2,6,-4,4,7
CCc1ccc2nc(N3CCN(C)CC3)c(C#N)cc2c1,2,-5,96,-0.8,8,6,0,-5,1,8
COC(=O)CN(c1nc(C)c(Br)c(OC)n1)S(=O)(=O)c1ccccc1,4,-2,98,0.7,2,-1,5,6,0,5
COC(=O)c1ccc2nc(-c3ccc(OC)c(OC)c3)c(Cc3ccsc3)n2c1,2,-7,107,·,2,6,·,0,2,·
O=C(NCc1cccc(C(F)(F)F)c1)c1ccc2sc([C@@H]3O[C@H](CO)[C@@H](O)[C@H]3O)nc2c1,-9,-6,101,-2.8,0,4,-10,-4,1,-2
O=C(COc1ccc(Br)cc1)Nc1ccccc1N1CCCC1,1,2,133,0.0,-11,0,21,-4,-5,4
CS(=O)(=O)c1ccc(-c2cc(NC=O)c3ncc(-c4ccc(F)cc4)n3c2)cc1,-4,-2,93,11*,24,11,9,-4,-10,-2
O=C(COc1ccccc1)N/N=C/c1cc2c(cc1[N+](=O)[O-])OCO2,1,-2,103,-2.4,4,4,6,-6,4,-1
Cc1c([N+](=O)[O-])ccc(S(=O)(=O)N2CCC(C(N)=O)CC2)c1C,-2,-3,99,-1.6,7,9,8,8,-1,2
COc1ccc(OC)c(C2=Nn3c(nnc3-c3ccco3)SC2)c1,4,-4,93,0.4,17,5,-3,2,3,-7
COc1ccc(CCNC(=O)Cn2cccc2C(=O)c2ccccc2C)cc1OC,-6,-3,?,1.6,0,-4,-2,6,0,-1
CSc1ccccc1C(=O)NCC1CCCO1 (centres undefined),0,-4,94,-1.8,9,2,7,1,2,6
COC(=O)C1(C)NC(c2ccc(OC)cc2)C2C(=O)N(c3ccccc3)C(=O)C21 (centres undefined),-2,-5,103,-0.2,0,5,-7,5,1,-4
COc1ccc(/C=N/NC(=O)C(=O)N2CCCCCC2)cc1[N+](=O)[O-],-6,-7,100,-1.4,-4,-9,7,1,1,-20
Cc1cc(C)n(-c2ccc(C(=O)OCn3nnc4ccccc4c3=O)cc2)n1,0,·,95,-0.8,0,7,5,0,1,8
Cc1nc(CSc2nc3[nH]ncc3c(=O)n2-c2ccccc2)cs1,-3,·,110,-2.9,5,1,-3,-4,4,-22
O=C(CCN1C(=O)/C(=C\c2ccco2)SC1=S)Nc1ccc(C(=O)O)c(O)c1,-1,-7,94,-1.6,0,6,20,-3,-1,-4
CC1(C(=O)NS(=O)(=O)c2ccccc2C(F)(F)F)CCN1C(=O)CCc1cccs1 (centres undefined),-2,-5,96,-1.0,-4,8,-3,0,-2,4
CCOc1cc(NC(=O)c2ccccn2)c(OCC)cc1NC(=O)c1cccc(C)c1,0,-6,99,-0.6,0,-3,-2,-5,-1,2
